# All columns: NCI-60 one-dose screen, growth in % after 48 h at 10 µM unless noted; 100 = growth as untreated, 0 = no growth, -100 = all killed.
# HOP-92 = HOP-92 NSCLC cells; AID 1794738; 6.3% of 71,000 active
# UACC-62 = UACC-62 melanoma; AID 1794756; 5.4% of 81,000 active
# HOP-62 = HOP-62 NSCLC; 3.9% of 80,000 active
# A549/ATCC = A549/ATCC NSCLC. AID 1794740. 3.7% of 81,000 active
# CCRF-CEM = CCRF-CEM leukemia; 7% of 77,000 active
# M14 = M14 melanoma; 6.2% of 80,000 active; AID 1794745
# RPMI-8226 = RPMI-8226 leukemia cells. 7.5% of 77,000 active. AID 1794781
# EKVX = EKVX NSCLC | 3% of 71,000 active
# * = called active by the depositor; / = no result given; & = joins results of further samples; [ ] = remark or other dose. The calls were made as follows: active = growth percent below 10; inactive = the rest.
SMILES,HOP-92,UACC-62,HOP-62,A549/ATCC,CCRF-CEM,M14,RPMI-8226,EKVX
CCOC(=O)/C(=C\c1ccc(-c2ccccc2)cc1)C(C)=O,101,95,110,111,107,95,105,99
COC(=O)[C@]12CCC(C)(C)C[C@H]1[C@H]1/C(=N/OCCc3nn[nH]n3)C[C@@H]3[C@@]4(C)CC[C@H](OC(C)=O)C(C)(C)[C@@H]4CC[C@@]3(C)[C@]1(C)CC2,50,13,34,37,33,48,23,36
CCO/C=C/C(=O)OCC,74,106,114,101,95,100,101,102
COc1cc(-c2c(-c3ccccc3)c[nH]c2C(=O)NCCO)cc(OC)c1OC,104,98,100,102,/,98,89,100
N#C/C(=C\c1cc(Cl)cc(Cl)c1O)C(/C(C#N)=C/c1cc(Cl)cc(Cl)c1O)c1ccc2c(c1)OCO2 (configuration not stated),/,111,97,104,96,98,102,/
N#Cc1c(-c2cccs2)cc(-c2ccc(Br)s2)[nH]c1=O,83,93,94,105,106,105,104,92
C[C@@H]1CC[C@]2(C)[C@H](CCC(=O)[C@H]2C)[C@@]1(C)CCc1ccoc1,92,96,106,93,99,102,102,104
O/N=C(/c1ccccc1)c1ccc2c3c(cccc13)CC2,65&49,75&85,94&93,94&74,83&75,91&95,70&75,79
CC1=C(c2cc(-c3ccccc3O)[nH]c(=S)n2)C(c2ccccc2)NC(=S)N1 (configuration not stated),75,88,89,109,100,88,102,100
CCC1(c2ccccc2)C(=O)Nc2ccc(-c3ccccc3)cc21 (configuration not stated),86,71,102,74,77,96,63,78
NC(=O)c1cc(N)nc(N)n1,88,119,110,109,121,106,135,116
O=C(Cn1cc(CN2C(=O)c3ccccc3S2(=O)=O)nn1)Nc1nc2ccccc2s1,100,97,89,91,113,103,107,105
Cc1cc(C)c([N+](=O)[O-])cc1[N+](=O)[O-],83,102,106,114,100,108,103,109
CN1C(=O)NC2NC(=[N+]3CCOCC3)NC21 (configuration not stated),104,91,99,106,58,106,100,100
CN(C)Cc1cc(CN(C)C)c(O)c(C(=O)O)c1,104,102,98,93,96,102,101,108
O=C1/C(=C/c2ccco2)SC(=S)N1CC(=S)C1CCS(=O)(=O)C1 (configuration not stated),117,98,134,105,89,109,98,105
CN1c2ccccc2Sc2cc(/C=N/Nc3ccnc4cc(Cl)ccc34)ccc21,82,101,97,83,56,93,46,94
Cc1cc(C)n(/N=C/c2ccco2)c(=O)c1C#N,101,104,101,95,86,115,97,116
CSc1nc(N)n(/N=C(\C)c2ccc(Br)cc2)c(=O)c1C#N,113,94,103,106,95,107,103,97
COc1ccc(C(=O)c2cc(C)c(OC)c(C)c2)cc1OC(=O)CCl,96,42,18,15,8.7*,0.3*,11,45
O=c1[nH]c2ccc(Cl)cc2c2c1C(c1ccc(Cl)cc1)c1c(ncn3nc(-c4ccco4)nc13)O2 (configuration not stated),79,100,93,95,98,97,97,92
Cc1c(N)cc2c(c1N)C(C)(C)CC2(C)C,95,108,105,94,101,102,109,115
Cc1cccc(N2CCN(CC(O)COc3cccc4ccccc34)CC2)c1 (configuration not stated),122,97,90,95,105,105,118,/
CCN1CCN(c2nc(-c3ccccc3)nc3oc(-c4ccccc4)nc23)CC1,115,102,109,105,102,98,108,102
Oc1ccc(/C=C/c2nc(Nc3ccc(Cl)cc3)c3ccccc3n2)cc1,119,94,110,100,94,/,96,93
CCOC(CN(CC)CC)c1ccc(CCc2ccccc2)cc1 (configuration not stated),69,90,106,86,/,92,102,92
O=C(CCn1cc[n+](CC(=O)c2ccc([N+](=O)[O-])cc2)c1)Nc1cccc2cccnc12,/,89,105,95,52,96,87,92
CNC(=S)C(=S)NC,109,99,109,99,/,112,103,/
N#C/C(=C\c1ccc(-c2ccc(Cl)c(Cl)c2)o1)c1ccccc1,71,76,70,86,101,87,89,65
O=C(Nc1cccc(Cl)c1)N(C1CCCCC1)C1CCCCC1,72,94,103,80,78,98,76,108
CCOC(=O)c1cn(CC(=O)c2ccccc2)c2nc(NCc3ccc(OC)c(OC)c3)nn2c1=O,108,76,99,92,/,92,82,90
CC(=O)Nc1cccc([N+](=O)[O-])c1,93,101,106,97,99,115,103,/
CC(C)(C)C(=O)OCOP(=O)(OCOC(=O)C(C)(C)C)C1CCCN(OC(=O)c2ccccc2)C1=O (configuration not stated),29,5.0*,23,25,4.0*,47,-31*,21
NCc1c(O)ccc2ccccc12,73,95,91,95,93,91,101,106
Cc1cc(Cl)nc(N2CCN(CC(=O)Nc3ccc4c(ccn4C)c3)CC2)n1,101,91,81,96,106,105,110,106
CCCC(O)C(F)(F)Cl (configuration not stated),93,106,101,106,/,96,97,/
CC/C(=C(\c1ccc(OCCN2CCCCC2)cc1)c1ccc(OC(=O)c2ccccc2)cc1)c1ccc(OC)cc1,70,94,103,86,74,80,69,94
COc1cc2c(c(OC)c1OC)OC1(OC(=O)c3ccccc31)OC2=O (configuration not stated),101,/,98,100,96,96,95,99
COc1cc(-c2cc3cc(O)ccc3oc2=O)cc(OC)c1OC,87,/,91,107,95,87,92,79
C/C(=N\Nc1ccc(S(N)(=O)=O)cc1)c1ccc(N=Nc2c(Nc3ccccc3)[nH][nH]c2=O)cc1,-7.8*,-41*,-18*,75,3.6*,-62*,3.5*,62

# Four compounds from above, reduced to HOP-92 and HOP-62:
SMILES,HOP-92,HOP-62
Oc1ccc(/C=C/c2nc(Nc3ccc(Cl)cc3)c3ccccc3n2)cc1,119,110
CCOC(CN(CC)CC)c1ccc(CCc2ccccc2)cc1 (configuration not stated),69,106
O=C(CCn1cc[n+](CC(=O)c2ccc([N+](=O)[O-])cc2)c1)Nc1cccc2cccnc12,/,105
CNC(=S)C(=S)NC,109,109

# Some of these compounds in order of number of heavy atoms, descending.
SMILES,HOP-92,UACC-62,HOP-62,A549/ATCC,CCRF-CEM,M14,RPMI-8226,EKVX
CC/C(=C(\c1ccc(OCCN2CCCCC2)cc1)c1ccc(OC(=O)c2ccccc2)cc1)c1ccc(OC)cc1,70,94,103,86,74,80,69,94
CCN1CCN(c2nc(-c3ccccc3)nc3oc(-c4ccccc4)nc23)CC1,115,102,109,105,102,98,108,102
CCOC(CN(CC)CC)c1ccc(CCc2ccccc2)cc1 (configuration not stated),69,90,106,86,/,92,102,92

# Going on with the list:
SMILES,HOP-92,UACC-62,HOP-62,A549/ATCC,CCRF-CEM,M14,RPMI-8226,EKVX
Cc1nc2ccccc2n1C(=O)CC1C(=O)NC(=O)NC1=O,108,97,95,108,108,103,108,98
O=C(Nc1ccc(OCc2cccc(F)c2)c(Cl)c1)c1cccnc1,102,76,94,63,63,75,57,85
C(=N\n1cnnc1)/c1ccc2c(c1)CCC2,107,100,94,103,101,116,104,73
CS(=O)(=O)c1ccc(-n2nc(C(=O)NCc3ccccc3)cc2-c2ccc(Cl)cc2)cc1,88,74,106,70,59,94,57,68
CCNc1ccc(-c2ccc(NCC)cc2)cc1,99,78,97,80,90,76,90,/
CN[C@H]1CCc2cc(OC)c(OC)c(OC)c2-c2ccc(O)c(=O)cc21,78,99,86,85,89,89,91,95
COc1ccc(/C=C2\CCC/C(=C\c3ccc(OC)c(OC)c3)C2=O)cc1OC,106,-2.2*,28,14,5.7*,-2.6*,-4.5*,26
c1cncc(-c2nc3cnccn3c2NCCN2CCOCC2)c1,89,90,75,94,90,88,92,96
O=S1SC(c2ccccc2)=NN1c1ccccc1 (configuration not stated),87,76,98,95,73,81,70,92
CC(=O)NC1=NC(=O)/C(=C/c2ccc3c(c2)OCO3)N1C,65,81,93,85,88,97,68,87
O=[N+]([O-])c1cccc(SSc2cccc([N+](=O)[O-])c2)c1,/,94,90,100,51,94,/,106
CCc1cccc2c3c(sc12)C(c1ccc(OC)cc1)C(C#N)=C(/N=C/c1ccc(Cl)cc1)O3 (configuration not stated),/,28,34,42,16,4.7*,11,48
O=C(Nc1nc(-c2ccc(Br)cc2)cs1)c1cc(-c2ccc(Br)cc2)nc2ccccc12,11,57,62,54,45,79,67,52
O=C(Nc1ccc2ncnc(Nc3nnc(-c4ccncc4)s3)c2c1)c1ccccc1,64,86,88,82,66,95,46,95
O=C(/C=C/C(=O)Oc1ccccc1)Oc1ccccc1,113,86,102,99,87,111,97,97
O=C1OC(c2ccc(-c3ccccc3)cc2)=C/C1=C/c1c2ccccc2cc2ccccc12,79,99,/,26,70,108,85,65
CC(=O)/C(C)=C\C1=C(C)CCCC1(C)C,118,107,135,99,101,102,112,113
Cc1ccc(S(=O)(=O)n2cc(C(=O)C(=O)N3CCOCC3)c3ccccc32)cc1,27,68,85,114,94,91,60,88
CC(=O)OCC(=O)[C@@]1(O)CCC2C3CCC4=CC(=O)C=CC4(C)C3[C@@H](O)CC21C (some centres not stated),/,/,100,70,61,93,46,74
CC1(C)CC(=O)C2=C(C1)N(c1ccc(OC(F)(F)F)cc1)C(N)=C(C#N)C2c1ccc(Cl)cc1Cl (configuration not stated),92,90,84,95,93,94,91,96

# Next part.
# Values run as follows: HOP-92 | UACC-62 | HOP-62 | A549/ATCC | CCRF-CEM | M14 | RPMI-8226 | EKVX
COc1cc(/C=C2\SC(=O)NC2=O)ccc1OCc1cc2ccccc2nc1Cl
 : 97 | 89 | 100 | 103 | 95 | 101 | 105 | 97
COc1ccc(-n2nc(C)c3c(Oc4ccc(NC(=O)Nc5cccc(C(F)(F)F)c5)cc4)ncnc32)cc1
 : 96 | 89 | 103 | 99 | 88 | 95 | 79 | 82
O=C1C(CCl)(CCl)CCC12CN=C(Cl)C2 (configuration not stated)
 : / | 108 | 100 | 99 | 103 | 112 | 104 | /
O=C(/C=C/c1cccc(Oc2ccc(Cl)cc2)c1)c1ccccc1
 : 111 | 100 | 98 | 96 | -11*[100 µM] | 90 | 1.0* | 110
CCN1CCN(c2cc(C)nc(N(CCCNc3ccnc4cc(Cl)ccc34)Cc3ccc4c(c3)OCO4)n2)CC1
 : -25* | -48* | -39* | 11 | -18* | -82* | -50* | 42
CCOC(=O)n1cc(-c2nonc2-c2cn(C(=O)OCC)c3ccc(Br)cc23)c2ccccc21
 : 63 | 59 | 72 | 74 | 88 | 79 | 89 | 73
Cc1cc(C)nc(NC(=O)OC(C)C)c1
 : 92 | 106 | 109 | 96 | 99 | 98 | 99 | /
CC(C)C1=C[C@@]23CC[C@H]4C(C)(C(=O)N=C=S)CCC[C@]4(C)[C@H]2C[C@@H]1[C@H]1C(=O)CCC(=O)[C@H]13 (some centres not stated)
 : 107 | 82 | 106 | 100 | 111 | 104 | 107 | 97
Cn1c(SCc2nc(N)c3ccccc3n2)nnc1-c1cccs1
 : 83 | 95 | 102 | 107 | 72 | 119 | 76 | 107
COC(=O)c1ccc(-c2ccc(/C=N/NC(=O)c3[nH]c4ccc(Br)cc4c3-c3ccccc3)o2)cc1O
 : 112 | 85 | 122 | 99 | 69 | 81 | 79 | 116
COc1c2c(c(OC)c3occc13)OC(C)=C1Sc3[nH]c(=S)[nH]c(=S)c3C12 (configuration not stated)
 : 74 | 102 | 82 | 95 | 100 | 96 | 104 | 104
CCOC(=O)C(Cc1c[nH]c2ccc([N+](=O)[O-])cc12)(NC(C)=O)C(=O)OCC
 : 68 | 90 | 102 | 98 | 98 | 112 | 101 | 95
CC(N)C(Cc1ccc(Cl)cc1)c1ccc(Cl)cc1 (configuration not stated)
 : 22 | 92 | 56 | 42 | 66 | 48 | 25 | 84
Cc1c(C(N)=O)sc2[nH]c(=S)n(Cc3ccccc3)c(=O)c12
 : 71 | 104 | 110 | 100 | / | 98 | 97 | 97
CSc1cccc(NC(=O)Nc2nc3c(C)cccc3s2)c1
 : 87 | 78 | 87 | 95 | 106 | 98 | 61 | 80
O=c1oc(-c2ccccc2)nc2cc(Cl)ccc12
 : 101 | 102 | 103 | / | / | 104 | 96 | /
CCOC(=O)c1ccc(N/C=C/C(=O)c2ccc(OC)cc2)cc1
 : 97 | 78 | 93 | 42 | 97 | 98 | 83 | 97
O=C(O)c1ncc(-c2ccc(C(F)(F)F)cc2)c(NC2CCCCCC2)n1
 : / | 101 | 96 | 105 | 81 | 89 | 100 | /
Cc1cc(C(F)(F)F)nc(NNc2nc(C)cc(C(F)(F)F)n2)n1
 : 105 | 101 | 105 | 99 | 102 | 99 | 95 | /
O=C1NC(=O)/C(=C/c2ccc(O)cc2)N1
 : 89 | 90 | 102 | 90 | 85 | 94 | 93 | 93
CNC(=O)c1cc(Oc2ccc(NC(=O)c3[nH]c(SC)nc3-c3ccc(F)cc3)cc2)ccn1
 : 71 | 5.4* | 95 | 72 | 85 | 13 | 44 | 64
CCCCCCCS(=O)(=O)N1CCCC(C(=O)Nc2nc3ccc(NC(=O)c4ccc(F)c(OC)c4F)cc3s2)C1 (configuration not stated)
 : / | 53 | 61 | 61 | 50 | 73 | 41 | 56
COc1ccc2c(c1)c(-c1nn3cc(-c4cccs4)nc3s1)cn2C
 : 45 | 64 | 86 | 81 | 67 | 72 | 69 | 66
Cc1cc(S(=O)(=O)O)cc(C)c1N
 : 95 | 95 | 95 | 101 | 104 | 106 | 123 | 103
CCN1C(=S)N(CC)C2Nn3c(s/c(=C4\C(=O)N(C)c5ccccc54)c3=O)=NC21 (configuration not stated)
 : 76 | 48 | 52 | 50 | / | 70 | 37 | 55
COc1ccc(-c2nc3sccn3c2-c2cc(-c3ccc(C(C)(C)C)cc3)on2)cc1
 : 76 | 80 | 102 | 90 | 90 | 103 | 97 | 66
O=C(Cn1cc(CO)nn1)Nc1nc(-c2ccc(F)cc2)cs1
 : 95 | 88 | 95 | 94 | 107 | / | 114 | 90
O=C1CC(c2cccs2)c2sccc2N1 (configuration not stated)
 : 106 | 107 | 90 | 96 | 97 | 117 | 100 | 99
O=c1oc2ccccc2cc1-c1nn(-c2ccccc2)cc1/C=N/NC(=S)SCc1ccccc1
 : 65 | 80 | 92 | 85 | 50 | 78 | 59 | 87
CCOC(=O)c1cc(C=O)c[nH]1
 : 110 | 106 | 96 | 102 | 102 | 105 | 101 | /
CNC(=O)CNC(N)=O
 : / | 96 | 110 | 101 | 97 | 99 | 102 | /

# Source: PubChem
